# Screening data (PubChem BioAssay)
# TEAD-YAP block = TEAD-YAP interaction inhibition | inhibition, % at 9.12 µM | HEK-TIYL cells, TEAD-Gal4/YAP UAS-luciferase luminescence | 640,000 tested, 1.4% active; in the data active means inhibition above about 32%;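 further: 0% = median of test compound wells and 100% = reference inhibitor wells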
# FBW7 activator = activators of human E3 ligase FBW7. normalized activity (activation), % at 26.1 µM. AID 1259310. 650,000 tested, 0.13% active. AlphaScreen FBW7–phospho-cyclin E peptide binding, activator screen; in the data active means normalized activity above about 1.9%;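 further: purified mutant Fbw7 with reduced substrate affinity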
# GPR151 activ = activators of human GPR151; activation, % at 11.2 µM; PathHunter beta-arrestin GPR151 cells, luminescence; Q8TDV0; 650,000 tested, 1% active; in the data active means activation above about 4.9%;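 further: 0% = median of compound wells and 100% = cells with positive control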
# Target sequence (Q8TDV0 whole entry, looked up): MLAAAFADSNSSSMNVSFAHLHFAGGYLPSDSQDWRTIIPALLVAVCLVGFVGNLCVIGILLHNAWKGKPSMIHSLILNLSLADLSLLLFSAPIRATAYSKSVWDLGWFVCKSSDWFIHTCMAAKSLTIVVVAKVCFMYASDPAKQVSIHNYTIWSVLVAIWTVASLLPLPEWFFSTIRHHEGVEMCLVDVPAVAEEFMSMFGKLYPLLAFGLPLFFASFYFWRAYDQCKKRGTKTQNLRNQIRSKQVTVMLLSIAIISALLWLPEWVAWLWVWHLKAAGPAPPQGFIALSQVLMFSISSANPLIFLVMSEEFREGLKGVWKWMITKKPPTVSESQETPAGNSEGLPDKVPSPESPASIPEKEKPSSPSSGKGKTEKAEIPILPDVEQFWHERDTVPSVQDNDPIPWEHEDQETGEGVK
# MITF inh = human MITF inhibition, primary screen. AlphaScreen MITF homodimerization, bead proximity signal. inhibition, % at 2.6 µM. 650,000 tested, 0.91% active. AID 1259374; in the data active means inhibition above about 50%;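 further: 0% = vehicle wells with protein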
# Target sequence (O75030 whole entry, looked up): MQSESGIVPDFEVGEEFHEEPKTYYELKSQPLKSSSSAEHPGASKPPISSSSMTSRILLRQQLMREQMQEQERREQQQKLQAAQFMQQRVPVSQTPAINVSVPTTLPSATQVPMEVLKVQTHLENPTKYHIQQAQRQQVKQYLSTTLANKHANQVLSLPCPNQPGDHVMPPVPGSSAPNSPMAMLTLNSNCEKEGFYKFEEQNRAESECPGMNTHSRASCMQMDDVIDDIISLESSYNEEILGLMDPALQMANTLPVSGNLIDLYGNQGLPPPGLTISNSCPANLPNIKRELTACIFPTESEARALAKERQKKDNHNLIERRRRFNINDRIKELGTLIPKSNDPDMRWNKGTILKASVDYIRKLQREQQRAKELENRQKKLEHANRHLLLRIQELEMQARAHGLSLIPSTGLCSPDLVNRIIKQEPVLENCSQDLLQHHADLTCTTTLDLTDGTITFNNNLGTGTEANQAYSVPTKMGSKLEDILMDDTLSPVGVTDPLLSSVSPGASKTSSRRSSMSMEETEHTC
# * hit, by the source's call; & = joins results of further samples.
SMILES,TEAD-YAP block,FBW7 activator,GPR151 activ,MITF inh
CCOc1ccc(-n2c(O)c(C=NC(C)CC)c(=O)[nH]c2=O)cc1 (stereo unspecified),6,-0.2,0.0,1
COc1ccc(NC(=O)c2sc3nc4c(c(-c5cccs5)c3c2N)CCCCC4)cc1,1,-0.2,-1.0,3
CN(C(=O)c1cccc(S(=O)(=O)N(C)C)c1)C1(C)CCS(=O)(=O)C1 (stereo unspecified),-9,0.1,0.6,-3
COc1ccc2nc(NC(=O)CSc3ccccc3)sc2c1,-3,0.2,-1.7,5
Cc1c(C(=O)NNc2cc(=O)n(C)c(=O)n2C)cccc1[N+](=O)[O-],10,-0.1,3.8,4
CCOC(=O)CN1C(=O)S/C(=C/c2cc(C)n(C(C)C)c2C)C1=O,-17,-0.2,-0.6,2
Cc1nc2ccccc2n1-c1ccccc1,7,0.1,-0.2,-3
O=[N+]([O-])c1cccc(COc2ccc(I)cc2)c1,-23,0.1,-0.6,7
O=C(Nc1nnc(SCC(=O)N2CCCCC2)s1)C1CCCCC1,8,0.0,-0.6,-16
COc1ccc(-c2cccc(NC(=O)c3ccc(C)cc3)c2)nn1,-6,-0.3,1.1,9
O=C(CN1C(=O)CCC1=O)Nc1ccc(S(=O)(=O)N2CCOCC2)cc1,-6,0.0,6.6*,9
CN(C)C(=O)[C@@H]1C[C@@H](Sc2ccccn2)CN1C1Cc2ccccc2C1,2,0.0,1.5,1
CC1=C(C(=O)N2CCCCC2)C(c2ccc([N+](=O)[O-])cc2)C2=C(CCCC2=O)N1 (stereo unspecified),-1,-0.1,0.7,-1
COc1ccc(C2CC(c3cccs3)=NN2C(=O)CSc2nnc(CNC(=O)c3ccccc3OC)n2-c2cc(C)ccc2C)cc1 (stereo unspecified),13,-0.1,0.5,13
CC(=O)NCc1nnc2n1CCN(Cc1ccc(-c3ccco3)cc1)CC2,-10,-0.1,3.1,-2
Cc1ccc(-n2nc(C)c(/C=C(\C#N)c3nc4ccccc4[nH]3)c2C)cc1C,-9,0.2,-1.0,12
CCOCC(=O)N1CCN(c2ccc([N+](=O)[O-])cc2)CC1,-2,0.1,0.8,11
CCCSc1nnc2c(n1)OC(c1ccc(N(C)C)cc1)Nc1ccccc1-2 (stereo unspecified),-40,-0.2,4.3,5
CC(=O)N(CC(=O)Nc1sc2c(c1C(N)=O)CCCC2)C1CCCC1,-3,-0.1,-0.7,-8
Cc1ccc2c(c1)c(=O)c1ccccc1n2CC(=O)Nc1cc(Oc2ccc(Cl)c(C)c2)cc([N+](=O)[O-])c1,-17,-0.2,-1.2,4
O=C(CCc1nnc(-c2ccc3c(c2)OCO3)o1)NCc1ccc2ncccc2c1,-4,0.5,0.3,2
O=C(NC1CCCC1)c1ccc([N+](=O)[O-])s1,1,0.3,-1.7,21
COC(=O)Cc1ccc(NC(=S)Nc2ccc(N3CCOCC3)cc2)cc1,7,-0.2,-1.4,16
COc1ccccc1NS(=O)(=O)c1ccc(C)c(C(N)=O)c1,11,0.6,1.6,-15
Cc1sc2nc(C(C)C)n3c(=O)n(CC(=O)N4CCOCC4)nc3c2c1C,1,0.7,-1.4,16
CCOc1ccc(-c2cc(=O)n(CCCC(=O)Nc3cccc4cccnc34)cn2)cc1,18,0.1,1.0,2
NC(=O)CN1C(=O)C(=O)c2ccccc21,11,-0.1,1.3,5
CCOC(=O)C1=C(C)Nc2nc(SC)[nH]c(=O)c2C1c1cccc([N+](=O)[O-])c1 (stereo unspecified),7,-0.1,-1.0,8
O=C(NCCc1ccccc1Cl)c1nc2c(nnn2Cc2ccccc2)c(=O)[nH]1,-9,0.0,-0.1,-14
O=C(Nc1ccc2oc(-c3ccc(F)cc3)nc2c1)c1cccc(OCc2ccccc2)c1,8,0.3,-1.0,17
CC(=O)Nc1ccc(Nc2nc(Nc3cnccn3)nc3nc[nH]c23)cc1,5,0.0,0.7,-9
O=C(O)COc1ccccc1/C=C1\SC(N2CCOCC2)=NC1=O,-17,0.1,-0.5,-11
CN(Cc1nc(-c2ccccc2)cs1)C(=O)c1ccccc1,-28,0.8,-2.5,24
CCCCn1c(SCC(=O)Nc2ccccc2C(=O)OC)nc2ccsc2c1=O,2,-0.1,0.0,10
CC1CCN(C(=O)CSc2nc3ccccc3c(=O)n2CCCN2CCCCC2)CC1,-2,0.1,0.3,3
Cc1ccc(S(=O)(=O)Nc2ccc(C(=O)Nc3ccc4c(c3)OCO4)cc2)cc1,-3,-0.1,-1.1,10

# Shown with values under each structure: entries from further up
# Sequence of screens: TEAD-YAP block | FBW7 activator | GPR151 activ | MITF inh
Cc1c(C(=O)NNc2cc(=O)n(C)c(=O)n2C)cccc1[N+](=O)[O-]
 : 10 | -0.1 | 3.8 | 4
CCOC(=O)CN1C(=O)S/C(=C/c2cc(C)n(C(C)C)c2C)C1=O
 : -17 | -0.2 | -0.6 | 2

# Additional records follow.
SMILES,TEAD-YAP block,FBW7 activator,GPR151 activ,MITF inh
Cc1ccc(-c2nnc(N3CCOCC3)c3ccccc23)cc1S(=O)(=O)NCc1nc2ccccc2[nH]1,2,-0.1,1.2,0
COc1cc(/C=C2/C(=O)N(c3ccc(C)cc3)N=C2C)cc([N+](=O)[O-])c1O,12,0.5,0.0,8
Cn1cc(C2c3sc(=O)[nH]c3SC3C(=O)NC(=O)C32)c2ccccc21 (stereo unspecified),5,-0.2,0.1,26
CCNC(=S)NN=C1c2ccccc2-c2ccccc21,7,0.0,-1.0,-1
CCOC(=O)N1CCN(C(=O)c2cc(-c3ccco3)[nH]n2)CC1,3,-0.2,0.3,-1
COc1cc(OC)cc(C(=O)NCC2CCCN(C(=O)c3csc(C)n3)C2)c1 (stereo unspecified),1,0.0,-1.1,12
CC1Cc2ccccc2N1C(=O)CCN1C(=O)C2C3C=CC(C3)C2C1=O (stereo unspecified),3,-0.2,-0.4,4
O=C(Nc1ccc(NC(=O)c2ccc([N+](=O)[O-])o2)cc1Cl)c1ccco1,3,0.1,-1.7,9
CCCNS(=O)(=O)c1ccc(CCC(=O)NCC2CCCO2)cc1 (stereo unspecified),8,-0.1,1.0,10
O=C(/C=C/c1ccccc1[N+](=O)[O-])NCc1ccc(Cl)cc1,2,-0.2,0.0,9
CCOc1cc(C2C(C#N)=C(N)OC3=C2C(=O)CCC3)ccc1OC(=O)c1c(F)cccc1F (stereo unspecified),2,0.6,-0.4,18
COc1cccc(NC(=O)Cc2cc(-c3ccccc3)on2)c1,-8,0.2,2.3,10
CC(=O)Nc1ccc(S(=O)(=O)N2CCN(C(=O)CCC3CCCC3)CC2)cc1,-5,0.1,-0.2,-6
CCC(=O)NC(=S)Nc1cccc([N+](=O)[O-])c1,-11,-0.1,0.1,-14
CC(C)n1c(Nc2ccccc2)nc2ccccc21,8,-0.1,1.1,19
Cc1[nH]c2ccccc2c1C(=O)CN(C)C,-10,-0.2,-0.8,-9
C/C(=N\Nc1ccc(S(=O)(=O)N2CCOCC2)cc1[N+](=O)[O-])c1ccc(C)cc1,-4,-0.1,4.3,-2
N#C/C(=C\c1c(Cl)cccc1Cl)c1ccccc1,14,0.4,0.6,6
Cc1cccc(C)c1N=C1S/C(=C\c2cccc(Cl)c2Cl)C(=O)N1c1ccccc1,0,0.6,0.7,8
CN(C)S(=O)(=O)c1ccc(S(=O)(=O)N2CCN(C3CCCC3)CC2)cc1,-6,0.1,0.1,2
Cc1ccc2c(c1)C(O)(CC(=O)c1ccc(N(C)C)cc1)C(=O)N2 (stereo unspecified),-2,-0.1,-0.1,-1
CNS(=O)(=O)c1cc(-c2nnc(Nc3ccc(C(=O)Nc4ccccc4)cc3)c3ccccc23)ccc1C,15,-0.1,1.2,-6
Cc1nnc2c(Nc3ccc(F)cc3F)nc3ccccc3n12,-2,0.0,-2.1,10
COC(=O)c1ccc(CN2CCN(CCc3ccccc3)C(CCO)C2)cc1 (stereo unspecified),-3,-0.1,0.9,-4
COc1ccc(OC)c(NC(=O)c2c(NCc3cccc(F)c3)sc3c2CCC3)c1,-4,0.1,-0.3,2
O=[N+]([O-])c1cc2c(cc1/C=N/N1CCOCC1)OCO2,-7,0.2,-1.5,16
COc1ccc(OC)c(NC(=S)NCc2ccccc2)c1,6&-7,-0.1&0.2,2.3&0.2,5&-4
COC(=O)COc1ccc(S(=O)(=O)N2CCN(c3ccccc3F)CC2)cc1,7,0.0,-0.3,11
CCOC(=O)c1nnn(-c2nonc2N)c1-c1ccccc1Cl,3,0.1,-0.8,9
CCOC(=O)COc1c(I)cc(/C=C2/NC(=O)NC2=O)cc1OC,-3,-0.1,0.2,8
Cc1c2cnc3nn(-c4ccccc4)c(=O)c-3cc2c(C)n1C,-15,0.0,0.7,-1
CCOC(=O)c1cc2sccc2n1CC(=O)N(CC)CC,-4,-0.1,1.6,16
Cc1nnc(NC(=O)CSc2ncccc2-c2nc3ccccc3[nH]2)s1,-3,-0.3,0.8,-4
CN1CC2([N+](=O)[O-])CC=C(Oc3ccccc3)C([N+](=O)[O-])(C1)C2 (stereo unspecified),11,0.0,-1.1,3
COC(=O)c1cccc(NC(=O)c2cc(C(C)(C)C)cc(C(C)(C)C)c2)c1,3,0.1,0.4,9
COc1ccc(Nc2cc(C(=O)N3CCCC3)c3ccccc3n2)c(OC)c1,-19,0.1,-0.9,7
COc1ccc(/C=C2\COc3ccccc3C2=O)cc1,-23,-0.3,0.4,5
COc1ccc(OC)c(S(=O)(=O)Nc2ccc(C(=O)O)cc2)c1,2,-0.2,-0.1,0
O=C1/C(=C/c2ccccc2)SC(=S)N1CCS(=O)(=O)O,-4,-0.2,-2.1,-13
Cc1ccc(NC(=O)C(CC(C)C)NS(=O)(=O)c2ccc3c(c2)oc(=O)n3C)nc1 (stereo unspecified),10,0.0,0.7,9
Cc1ccc(C(C(=O)NC(C)(C)C)N(C(=O)c2csnn2)c2ccc(Cl)cc2)o1 (stereo unspecified),0,-0.2,-0.4,-3
CCC(=O)Nc1cnc(NC(=O)c2ccccc2)cc1C,-35,0.0,-4.5,3
Cc1ccc(NC(=O)CCS(=O)(=O)c2ccc(Br)cc2)cc1C,-9,-0.2,-1.0,-6
O=C(CSc1nc2ccccc2c2nc(CCN3CCCCC3)nn12)c1ccc(Br)cc1,5,0.3,-1.4,9
Cc1ccccc1NC(=O)CSc1nc2c(c(-c3ccco3)c1C#N)CCCC2,0,0.3,0.0,1
Cc1c(C(=O)N2CCCC2)oc2ccc3c(c12)C(=O)CC(C)(C)O3,-26,-0.1,2.3,9
COc1ccc(C(CC(=O)O)NC(=O)COc2ccccc2OC)cc1OC (stereo unspecified),-6,-0.2,-0.4,3
CC(C)c1ccc(C2CC(c3ccccc3)Nc3ncnn32)cc1 (stereo unspecified),13,0.1,0.5,5
Nc1c(C(=O)NCc2cccc(Cl)c2)sc2nc(-c3ccncc3)ccc12,-7,-0.1,0.7,0
CCC1(C)COC(C)(CC(=O)NNC2=CC(=O)CC(C)(C)C2)OC1 (stereo unspecified),6,0.2,-0.4,10
O=C(CSc1nnc(CNC(=O)c2ccc(F)cc2)o1)Nc1ccc2c(c1)OCO2,-4,0.2,-1.3,21
Cc1ccc(CC(=O)O/N=C(\N)c2cccnc2)cc1,-38,0.3,2.3,12
COc1ccc(-c2cc(C(F)(F)F)n3ncc(C(=O)Nc4cccc(C(C)=O)c4)c3n2)cc1,3,0.0,-0.2,-12
CC(C)CCCC(C)C1CCC2C3CC=C4CC(SC(=O)C5CCCCC5)CCC4(C)C3CCC12C (stereo unspecified),4,-0.1,1.4,7
CCCCN(C)S(=O)(=O)c1ccc(C(=O)Nc2nc(-c3ccccn3)cs2)cc1,16,-0.9,-0.7,31
Cc1ccc(OCC(=O)NN2C(=O)c3ccccc3C2=O)cc1,-12,0.1,-1.7,-5
CCOCCCn1c(SCC(=O)Nc2cccc(OC)c2)nc2ccccc2c1=O,7,1.6,-1.2,11
CC(C)(C)NC(=O)CN(C(=O)c1ccco1)c1cccc(C(F)(F)F)c1,-5,-0.1,0.1,-3
COc1ccc2ccccc2c1/C=N/NC(=O)c1ccc(C)nc1,3,-0.1,1.7,3
CCN(CC)c1nc(NCCO)nc(N2CCc3ccccc3C2)n1,-3,0.0,-0.6,-10
O=C(CC1C(=O)N(c2ccc(Cl)cc2)C(=S)N1CCc1ccc(Cl)cc1)Nc1ccccc1 (stereo unspecified),-11,0.1,-0.7,-9
CN(C)c1ccc(/C=N/NC(=O)C(O)c2ccc(Br)cc2)cc1 (stereo unspecified),2,0.1,1.2,-3

# Grouped by structure: the compounds so far containing a Cl atom
SMILES,TEAD-YAP block,FBW7 activator,GPR151 activ,MITF inh
Cc1ccc2c(c1)c(=O)c1ccccc1n2CC(=O)Nc1cc(Oc2ccc(Cl)c(C)c2)cc([N+](=O)[O-])c1,-17,-0.2,-1.2,4
O=C(NCCc1ccccc1Cl)c1nc2c(nnn2Cc2ccccc2)c(=O)[nH]1,-9,0.0,-0.1,-14
O=C(Nc1ccc(NC(=O)c2ccc([N+](=O)[O-])o2)cc1Cl)c1ccco1,3,0.1,-1.7,9
O=C(/C=C/c1ccccc1[N+](=O)[O-])NCc1ccc(Cl)cc1,2,-0.2,0.0,9
N#C/C(=C\c1c(Cl)cccc1Cl)c1ccccc1,14,0.4,0.6,6
Cc1cccc(C)c1N=C1S/C(=C\c2cccc(Cl)c2Cl)C(=O)N1c1ccccc1,0,0.6,0.7,8
CCOC(=O)c1nnn(-c2nonc2N)c1-c1ccccc1Cl,3,0.1,-0.8,9
Cc1ccc(C(C(=O)NC(C)(C)C)N(C(=O)c2csnn2)c2ccc(Cl)cc2)o1 (stereo unspecified),0,-0.2,-0.4,-3
Nc1c(C(=O)NCc2cccc(Cl)c2)sc2nc(-c3ccncc3)ccc12,-7,-0.1,0.7,0
O=C(CC1C(=O)N(c2ccc(Cl)cc2)C(=S)N1CCc1ccc(Cl)cc1)Nc1ccccc1 (stereo unspecified),-11,0.1,-0.7,-9
